Bioassay records deposited in PubChem BioAssay by National Center for Advancing Translational Sciences (NCATS).
HP1b chromo inh: HTS for Inhibitors of HP1-beta Chromodomain Interactions with Methylated Histone Tails; Chromobox protein homolog 1 (Homo sapiens), P83916; 0.56% of 390,000 active; AlphaScreen HP1-beta / biotin-H3K9me3 peptide binding; Potency, µM (highest dose often 114 µM), for the others: at the top dose activity change, negative = inhibition, hits mostly inhibitors; further: potency means the concentration at half of the fitted maximal effect; nearly all actives have a fitted effect of over 70% in size; inactives centre near 23
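AlphaScreen: HP1-beta (50 nM) preformed 30 min with biotin-H3(1-18)K9me3 peptide (50 nM) in PBS pH 7.4, 0.01% Tween-20. Compound added for 30 min at RT, then streptavidin donor/nickel chelate acceptor beads (10 ug/mL) for 30 min.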
TrxR1 substrate: qHTS Assay for Substrates of Mammalian Selenoprotein Thioredoxin Reductase 1 (TrxR1): qHTS. Thioredoxin reductase 1, cytoplasmic (Rattus norvegicus), O89049. purified TrxR1 substrate turnover, NADPH consumption readout. Potency, µM (doses to about 114 µM), without a hit: at the top dose activity change, negative = substrate turnover. 0.01% of 390,000 active; further: potency means the concentration at half of the fitted maximal effect; on the % scale 0 is the no-effect control and ±100 the full control effect; nearly all actives have a fitted effect of over 50% in size
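Rat TrxR1, dispensed at 90 nM, was prereduced with 400 uM NADPH (final) for 5 min at ~22 deg C, then incubated with compound 15 min before 400 uM selenite. A first-read NADPH fluorescence drop versus no-compound background flagged substrates.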
Pin1 inh: qHTS Assay to Find Inhibitors of Pin1. Peptidyl-prolyl cis-trans isomerase NIMA-interacting 1 (Homo sapiens), Q13526. 0.009% of 390,000 active. Pin1 FP peptide displacement, HiFluor488, 10 min. AID 504891, 2011. Potency, µM (doses to about 115 µM), for inactives: at the highest dose activity, negative = inhibition, usual class: inhibitors; active means well fitted inhibition curve with a large enough effect in the polarisation, with a control signal flat, not every such curve was filed as active; inconclusive means small, poorly fitted or top-dose-only effect, or effect the other way, or a change in a side signal; inactive means no such curve, though single readings can be large or run the other way; the % refers to the polarisation; further: potency means the concentration at half of the fitted maximal effect; on the % scale 0 is the no-effect control and ±100 the full control effect
Target sequence (Q13526 whole entry, looked up): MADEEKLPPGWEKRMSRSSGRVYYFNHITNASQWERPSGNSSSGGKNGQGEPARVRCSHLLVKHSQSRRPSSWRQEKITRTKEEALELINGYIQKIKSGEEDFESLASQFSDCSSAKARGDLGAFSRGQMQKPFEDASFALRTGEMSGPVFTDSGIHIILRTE
mIDH1 inhibitor: qHTS for Inhibitors of mutant isocitrate dehydrogenase 1 (IDH1): qHTS | IDH1-R132H enzyme, NADPH consumption, diaphorase/resazurin fluorescence | Potency, µM (titrated, usually from 76.6 µM), for inactives: top-dose activity change, negative = inhibition, hits mostly inhibitors | 0.093% of 390,000 active; further: potency means the concentration at half of the fitted maximal effect; on the % scale 0 is the no-effect control and ±100 the full control effect; nearly all actives have a fitted effect of over 65% in size
Target sequence (O75874 whole entry R132H, stated change not applied): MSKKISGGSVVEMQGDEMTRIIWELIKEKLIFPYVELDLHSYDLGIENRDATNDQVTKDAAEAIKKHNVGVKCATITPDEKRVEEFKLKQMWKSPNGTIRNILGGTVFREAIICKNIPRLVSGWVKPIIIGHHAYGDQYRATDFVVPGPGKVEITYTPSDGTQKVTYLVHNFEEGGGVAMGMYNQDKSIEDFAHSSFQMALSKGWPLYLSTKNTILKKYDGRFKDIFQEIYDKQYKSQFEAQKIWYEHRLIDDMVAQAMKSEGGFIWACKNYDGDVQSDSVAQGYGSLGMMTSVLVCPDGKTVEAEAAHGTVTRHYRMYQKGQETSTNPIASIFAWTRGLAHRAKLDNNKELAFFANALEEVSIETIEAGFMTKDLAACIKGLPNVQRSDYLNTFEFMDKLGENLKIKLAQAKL
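IDH1-R132H (0.5 ug/mL dispensed) in pH 7.5 Tris buffer was preincubated 30 min with compound, then given a substrate mix of 0.016 mM NADPH and 2 mM alpha-KG for 80 min at room temperature; remaining NADPH was read by diaphorase/resazurin fluorescence.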
Tb PGK inh: qHTS Assay to Find Inhibitors of Phosphoglycerate Kinase. 0.043% of 380,000 active. PGK/GAPDH coupled, Kinase-Glo luminescence, 60 min. AID 602233, 2012. Potency, µM (titrated, usually from 57.5 µM), for inactives: at the highest dose activity change, negative = inhibition, hits mostly inhibitors; further: potency means the concentration at half of the fitted maximal effect; on the % scale 0 is the no-effect control and ±100 the full control effect; nearly all actives have a fitted effect of over 60% in size
Target sequence (P07378 whole entry, looked up): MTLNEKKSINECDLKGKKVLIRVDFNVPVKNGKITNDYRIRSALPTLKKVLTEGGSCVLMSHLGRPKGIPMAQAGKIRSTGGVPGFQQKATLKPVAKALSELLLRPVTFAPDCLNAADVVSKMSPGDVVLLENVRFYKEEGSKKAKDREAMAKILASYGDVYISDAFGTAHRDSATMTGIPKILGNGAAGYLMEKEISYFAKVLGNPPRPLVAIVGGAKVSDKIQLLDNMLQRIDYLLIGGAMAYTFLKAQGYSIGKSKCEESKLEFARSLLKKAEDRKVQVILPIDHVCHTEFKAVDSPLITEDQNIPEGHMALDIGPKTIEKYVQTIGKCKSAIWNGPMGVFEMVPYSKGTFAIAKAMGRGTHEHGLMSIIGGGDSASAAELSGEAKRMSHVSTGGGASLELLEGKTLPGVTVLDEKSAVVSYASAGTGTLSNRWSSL
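Luminescent ATP detection (Kinase-Glo Plus) follows a 60-minute room-temperature incubation, with wells lacking PGK as controls. Buffer: 100 mM TEA (pH 7.6), 5 mM MgCl2, 0.01% Tween-20. Coupling enzyme GAPDH (100 nM final) supplies unstable 1,3-BPG in-well.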
TrxR1 inh: qHTS Assay for Inhibitors of Mammalian Selenoprotein Thioredoxin Reductase 1 (TrxR1): qHTS; 1% of 390,000 active; AID 588453, 2011; Potency, µM (series often up to 114 µM), for the others: top-dose activity change, negative = inhibition, most hits filed as inhibitors; Thioredoxin reductase 1, cytoplasmic (Rattus norvegicus), O89049; recombinant rTrxR1, NADPH fluorescence consumption, selenite substrate; further: potency means the concentration at half of the fitted maximal effect; on the % scale 0 is the no-effect control and ±100 the full control effect; nearly all actives have a fitted effect of over 65% in size
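Rat TrxR1 (90 nM in the dispensed reagent) was pre-reduced with 400 uM NADPH for 5 min at room temperature, then incubated with compound for 15 min. After 400 uM selenite was added, NADPH fluorescence (Ex 340/Em 450 nm) was followed for 8 min.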
USP1 inh: Inhibitors of USP1/UAF1: Primary Screen. Ubiquitin carboxyl-terminal hydrolase 1 (Homo sapiens), O94782. recombinant USP1/UAF1, Ub-Rhodamine cleavage fluorescence. Potency, µM (titrated, usually from 57.1 µM), without a hit: at the top dose activity change, negative = inhibition, usual class: inhibitors. 0.23% of 390,000 active; further: potency means the concentration at half of the fitted maximal effect; on the % scale 0 is the no-effect control and ±100 the full control effect; nearly all actives have a fitted effect of over 60% in size; inactives centre near -12
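High-throughput fluorogenic screen: 1nM USP1/UAF1 complex, Ub-Rho substrate 150nM final, 50mM HEPES pH 7.8 with 0.5mM EDTA, 0.1 mg/ml BSA, 1mM TCEP and 0.01% Tween-20.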
PI4K2A block: qHTS for small molecular inhibitors of PI4K2A; activity change, negative = inhibition, % at 76.9 µM; 0.13% of 420,000 active; purified PI4K2A, ADP-Glo luminescence, 1 h; stronger effect = lower value; Phosphatidylinositol 4-kinase type 2-alpha (Homo sapiens), Q9BTU6; in the data active means activity change below about -50%; inconclusive means mostly about -30% to -49%;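 further: -100% = wells without enzyme as full effect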
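In this quantitative HTS, ADP production by PI4K2A was quantified luminescently after 1 h at ambient temperature; 100 microM adenosine served as plate-quality control.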
GLS inhibitor: qHTS for Inhibitors of Glutaminase (GLS); Glutaminase kidney isoform, mitochondrial (Homo sapiens), O94925; GLS enzymatic activity, qHTS titration; Potency, µM (highest dose often 45.5 µM), without a hit: top-dose activity change, negative = inhibition, actives largely listed as inhibitors; 0.21% of 410,000 active; further: potency means the concentration at half of the fitted maximal effect; on the % scale 0 is the no-effect control and ±100 the full control effect
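Compounds were pin-transferred onto hKGA, after which L-glutamine (1 mM solution) and a detection mix of glutamate oxidase, HRP and Amplex Red were added. Initial and 30 min RT fluorescence reads were collected.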
The depositor's hits bear a star; i = inactive; ? = inconclusive; / = not tested or not shown; & = joins results of further samples; [ ] = remark or other dose. Unless noted, the call rests on the fitted dose curve; in most records, active means well fitted curve in the direction sought with a large enough effect; inconclusive means small, poorly fitted or top-dose-only effect, or another doubt; inactive means no such curve, though single readings can be large; an effect the other way counts as inactive or inconclusive.

SMILES	HP1b chromo inh	TrxR1 substrate	Pin1 inh	mIDH1 inhibitor	Tb PGK inh	TrxR1 inh	USP1 inh	PI4K2A block	GLS inhibitor
Cc1ccc2ncccc2c1[N+](=O)[O-]	13.1%	5.7%[57.1 µM]	-3.0%	5.2%	-0.6%	16.3%[57.1 µM]	-6.4%	-10.3	0.5%
CCC(=O)N1c2ccccc2CC1C(=O)NCCc1ccccc1Cl (centres undefined)	39.9%[activator]	1.1%[57.1 µM]	-6.3%	20.3%	i	5.3%[57.1 µM]	-21.5%	-2.3	-0.8%
O=C(O)C(CCCCN1C(=O)c2ccccc2C1=O)N1C(=O)c2ccccc2C1=O (centres undefined)	46.3%[activator]	-1.0%	?	-3.9%	4.2%	12.4%	-25.8%	-3.5	0.0%
O=C(COc1ccc(Cl)cc1Cl)Nc1ccc(CN2CCCCC2)cc1	-1.7%	8.9%[57.1 µM]	-5.7%	-0.1%	4.3%	11.7%	-10.7%	0.2	-7.5%
Cc1noc(C)c1-c1ccc2ncnc(NCC3CCCCN3C)c2c1 (centres undefined)	53.5%[activator]	-3.8%	-3.1%&-6.2%	/	i	-11.6%	/	-5.6	-2.6%
Cc1ccc(CN2CCCn3nc(C(=O)NCCc4ccccc4Cl)cc3C2=O)cc1	25.8%	1.8%[57.1 µM]	-6.4%	1.8%	-0.7%	1.2%[57.1 µM]	-20.9%	-1.5	1.9%
Cc1cc(C(=O)OCC(=O)NCc2ccc(Cl)cc2Cl)c(C)o1	22.3%	3.3%	9.9%	-2.3%	-5.3%	9.2%	-21.7%	7.9	-3.9%
CC(NC(=O)CN1C(=O)NC(C)(C2CC2)C1=O)c1ccc(F)cc1 (centres undefined)	-5.2%	-7.6%[57.1 µM]	0.0%	1.3%	-12.2%	-11.4%[57.1 µM]	-2.4%	3.6	-1.9%
CCOC(=O)c1ccc(/C=C2\c3ccccc3C(=O)N2c2ccccc2)cc1F	7.1%	-13.4%	6.3%	-1.0%	7.3%	-12.4%	-11.3%	-3.6	4.1%
COc1cccc2c1c(NC(=O)c1cc(C)on1)nn2C	13.0%	1.6%[57.1 µM]	0.0%	5.5%	2.1%	3.6%[57.1 µM]	-20.9%	1.4	-12.9%
Cc1nn(CC(=O)N2CCN(c3ccccc3)CC2)c(=O)c2ccccc12	54.2%	10.7%	5.2%	3.7%	-5.2%	21.7%	-16.6%	-6.1	-2.9%
Cn1cnnc1SCc1cccc(Br)c1	34.2%	-1.6%	-10.1%	-2.2%	-0.9%	0.6%	-1.4%	4.0	2.4%
C=CCn1c(COc2ccccc2F)nnc1SCC(=O)Nc1cc(C)on1	25.9%	7.1%[57.1 µM]	3.0%	2.9%	2.7%	10.3%[57.1 µM]	-4.2%	6.1	-1.6%
Cc1nn(Cc2ccccc2Cl)c(C)c1NC(=O)c1noc2c1CCCCC2	12.4%	-5.6%	-4.8%	-0.7%	8.3%	9.7%	-13.6%	1.9	1.9%
O=C(Nc1ccc(Cl)cn1)c1cc(S(=O)(=O)N2CCCCC2)ccc1Cl	58.9%[activator]	2.5%	-0.4%	1.2%	-10.0%	2.5%	-12.8%	-2.7	-16.7%
CC1CCC(NC(=O)CCN2C(=O)C3C4C=CC(C4)C3C2=O)CC1 (centres undefined)	29.0%	7.3%	-9.5%	4.9%	-4.6%	32.2%	-24.5%	-3.1	-9.3%
O=C(Nc1nnc(S(=O)(=O)N2CCCCC2)s1)c1ccccc1Br	49.6%&0.9%[activator]	-1.2%[57.1 µM]	0.2%&-8.6%	-4.6%&-5.2%	-3.7%&-0.8%	17.9%[57.1 µM]	-4.9%&-2.5%	4.5&0.3	2.6%&18.1%
O=c1c2c([nH]c3ccccc13)CCC2	19.9%	-2.2%	-10.0%	6.9%	-5.8%	17.4%	-12.4%	-2.5	7.2%
COc1ccc(-c2nn(C)c3sc(C(=O)NCc4ccco4)cc23)cc1OC	-17.6%	23.8%	-1.4%	0.3%	5.6%	1.1%	-14.3%	-12.9	-4.5%
Cc1ccc(OCC(=O)N2CCN(C3=NS(=O)(=O)c4ccccc43)CC2)cc1	15.0%	5.6%[57.1 µM]	5.4%	0.3%	6.6%	3.0%[57.1 µM]	-7.5%	8.7	-6.1%
O=C(c1ccccc1)c1cc(-c2ccccc2)on1	77.7%[activator]	1.8%	0.4%	7.6%	?	12.2%	-24.3%	-51.1*	-3.6%
CN(C(=O)c1cnccn1)c1nnc(-c2cnccn2)s1	14.0%	-7.4%	-1.4%	3.4%	-5.3%	6.2%[57.1 µM]	-16.5%	-5.9	-1.2%
Cc1cccc(/C=C(\C(=O)O)c2ccc(S(=O)(=O)N3CCCC3)s2)c1	-9.6%	8.0%[57.1 µM]	-1.6%	4.9%	-7.6%	3.5%[11.4 µM]	-3.0%	0.4	40.1%[activator]
Clc1cccc(OCCOCCN2CCNCC2)c1Cl	17.5%	6.4%[57.1 µM]	-4.8%	11.6%	i	7.7%[57.1 µM]	0.4%	9.1	-5.8%
O=C(Nc1nnc(SCc2ccccc2)s1)c1cc2c(s1)CCCC2	53.4%[activator]	16.3%	17.8%	5.6%	-9.6%	-1.7%	-19.1%	1.9	-4.1%
Cc1nn(-c2ccccc2)c2c1cc1c(=O)[nH]c(=O)nc-1n2-c1cccc(Cl)c1	9.4%	717.1%[activator]	5.1%	-2.6%	-3.4%	26.9%	-22.3%	1.0	1.3%
COc1ccc(N(CC(=O)NCc2ccco2)S(C)(=O)=O)cc1	25.8%	2.6%	8.1%	-2.3%	i	-0.2%	-9.8%	-0.1	-3.5%
Cc1cc(OCc2nc(-c3cccs3)no2)cc(C)c1Cl	224.1%[activator]	3.4%	2.6%	3.4%	-4.7%	20.0%	?	3.3	-8.8%
O=C(CNC(=O)OCc1ccccc1)NCC(=O)N1CCCC1C(=O)OCc1ccccc1 (centres undefined)	-1.8%	-3.0%	-1.8%	9.3%	i	5.2%	1.2%	-15.6	0.0%
COc1ccc(-c2cc(C(=O)N/N=C/c3cccnc3)c3ccccc3n2)c(OC)c1	40.2%[activator]	-3.4%[57.1 µM]	17.3%	3.5%	-1.5%	-13.0%[57.1 µM]	-4.6%	-1.3	-14.2%
Cc1nc(Cc2nnc(SCC(=O)N3CCN(c4ccc(O)cc4)CC3)o2)cs1	-13.5%	4.8%	?	3.4%	-3.5%	4.1%	-14.5%	-8.2	-0.6%
CC1CN(C(C)C(=O)NNC(=O)c2ccc(F)cc2)CC(C)O1 (centres undefined)	31.4%	3.3%	0.6%	-1.5%	2.0%	11.3%	-1.5%	15.7	3.2%
O=S(=O)(NCCc1ccncc1)c1ccc(Br)cc1	23.4%	-6.0%	-3.2%	4.8%	i	-3.1%	-8.3%	-8.2	4.9%
CCc1ccccc1NC(=O)CCS(=O)(=O)c1ccc(C)cc1	26.7%	5.2%	-2.8%	-12.5%	-3.2%	29.6%	-12.3%	-1.2	-8.1%
O=C1CCCN1c1ncc(S(=O)(=O)c2ccc([N+](=O)[O-])cc2)s1	6.6%	-8.4%	-1.0%	21.2%	-3.8%	5.0%[57.1 µM]	-10.9%	4.7	3.9%
O=C1C2C(c3ccccc3)=NN(c3ccccc3)C2C(=O)N1c1ccccc1 (centres undefined)	147.4%[activator]	41.5%[activator]	-7.9%	1.5%	i	8.0%	-18.3%	-2.5	-1.3%
CCOc1cc(CNCCO)ccc1OCC(=O)NC(C)(C)C	12.9%	-7.6%	-4.5%	1.9%	-2.5%	15.2%[57.1 µM]	-3.5%	-3.5	-5.0%
COc1cc(NC(=O)CSc2nnc3c(C)cc4cc(C)cc(C)c4n23)c(C(=O)O)cc1OC	19.6%	-5.6%[57.1 µM]	-9.5%	15.9%	i	-8.9%[57.1 µM]	1.2%	2.3	-2.5%
COCCn1c(SCC(=O)N2CCCC2=O)nnc1-c1ccncc1	/	/	/	-3.7%	3.3%	/	-15.3%	-7.0	-1.5%
O=C(CCN1C(=O)[C@@H]2Cc3ccccc3CN2C1=O)NCCc1ccccc1	14.3%[57 µM]	1.6%	4.8%	3.8%	i	14.3%	-25.4%	-11.3	1.3%
CNC(=S)N/N=C/c1cc(C)ccc1C	12.2%	-8.6%	1.1%	3.0%	3.4%	-16.6%	-4.8%	-3.9	1.0%
O=C(Nc1cccc2ncccc12)C(Cl)(Cl)Cl	20.7%	1.2%	4.0%	3.6%	-1.1%	12.2%	-16.1%	-2.3	-3.9%

A portion of the library; rates above refer to the full screens.
